Screens: PubChem, several laboratories
CCHF vOTU inh = CCHFV vOTU protease inhibition; Pep-AMC fluorescence; inhibition, % at 11.5 µM; hit rate 0.55% among 370,000; in the data active = inhibition above about 30%; also: 0% = vehicle wells with enzyme and 100% = no enzyme wells
PrPC surface inh = inhibitors of human cell surface prion protein PrPC | inhibition, % at 13.8 µM | TR-FRET read-out | P04156 | AID 720596 | hit rate 0.43% among 370,000; in the data active = inhibition above about 24%; also: 0% = median of the test wells and 100% = reference compound wells
SARS 3CLpro inh = SARS-CoV 3CLpro protease inhibition | inhibition, % at 6 µM | recombinant SARS-CoV 3CLpro, quenched FRET peptide cleavage | hit rate 0.14% among 290,000; in the data active = inhibition above about 12%
PriA SSB inh = blocks PriA binding to SSB C-terminal tail. hit rate 0.6% among 430,000. AlphaScreen SSBct-PriA binding, biotinylated peptide. inhibition, % at 33 µM; in the data active = inhibition mostly above about 37%, no sharp cut-off; inactive = mostly below about 20%;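 also: plate controls were negative control peptide for no effect and reference peptide for full effect; strong numbers were not always called active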
DUSP3 inh = inhibitors of human VHR1 phosphatase (DUSP3) | P51452 | recombinant VHR phosphatase, pNPP absorbance | inhibition, % at 13.3 µM | hit rate 0.52% among 290,000 | AID 1654; in the data active = inhibition above about 50%; also: some compounds called inactive have numbers as strong as hits
TcdB GH inh = blocks C. difficile toxin B glycohydrolase activity; P18177; hit rate 0.24% among 350,000; TcdB glycohydrolase enzymatic assay, plate reader; inhibition, % at 9.99 µM; in the data active = inhibition above about 10%
Vc quorum ag = inducers of Vibrio cholerae quorum light production without autoinducers | hit rate 0.16% among 350,000 | activation, % at 18.7 µM | AID 588436 | V. cholerae BH1578 lux reporter, luminescence, 6 h; in the data active = activation mostly above about 9.7%, no sharp cut-off; also: not every result past the cut was called active; inactives centre near 0; reference of the scale not given here
MazF activator = activators of E. coli MazEF toxin-antitoxin RNase; P0AE70; FAM/BHQ RNA-DNA oligo cleavage fluorescence, 5 h; activation, % at 20 µM; hit rate 0.32% among 350,000; in the data active = activation above about 50%
Rv3671c protease = inhibitors of M. tuberculosis serine protease Rv3671c | inhibition, % at 5.96 µM | P9WHR9 | hit rate 0.048% among 320,000; in the data active = inhibition above about 38%;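 also: extracellular domain of Rv3671c used as enzyme; 0% = enzyme with DMSO and 100% = no enzyme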
Yp Topo-I inh = Y. pestis Topo-I inhibition via cleavage products; Y. pestis Topo-I cleavage product accumulation, plate reader; activity, % at 10 µM; hit rate 0.064% among 360,000; in the data active = activity above about 50%, passing the limit was not always enough; also: inactives centre near 2
Numbers without * were called inactive; i = inactive; / = no result given. Only part of the results is shown; the hit share may differ from the screen's.

Abbreviations – A = CCHF vOTU inh; B = PrPC surface inh; C = SARS 3CLpro inh; D = PriA SSB inh; E = DUSP3 inh; F = TcdB GH inh; G = Vc quorum ag; H = MazF activator; I = Rv3671c protease; J = Yp Topo-I inh
COc1cc(Cl)ccc1OCc1cc(C(=O)N2CCN(C)CC2)no1
  A: 17	B: -1	C: 0	D: -10	E: 28	F: -5.0	G: i	H: 11	I: -6	J: 4

O=C(Nc1cccc(Cl)c1)N1C[C@H]2C[C@@H](C1)c1cccc(=O)n1C2
  A: 2	B: -8	C: 5	D: /	E: 25	F: 2.5	G: -0.6	H: 5	I: 0	J: -8

CC1(C)C(c2cccs2)=[N+]([O-])C2(CCCCC2=O)N1O (configuration not stated)
  A: 9	B: 7	C: 3	D: -3	E: -18	F: -0.5	G: 0.2	H: -1	I: 6	J: 1

Cc1noc(C)c1COc1ccccc1C(=O)NC1CCC(C)CC1 (configuration not stated)
  A: -5	B: 2	C: -3	D: -53	E: 1	F: -0.5	G: 0.3	H: -15	I: -14	J: 9

CCN1CCN(CC(O)COc2cccc(OC)c2)CC1 (configuration not stated)
  A: 10	B: 0	C: -2	D: -30	E: 18	F: /	G: i	H: -4	I: -3	J: -5

CC1(Cc2ccc(F)c(Cl)c2)C(=O)Nc2c(Cl)cccc21 (configuration not stated)
  A: 14	B: 4	C: /	D: /	E: /	F: -0.4	G: -0.7	H: /	I: /	J: 17

Fc1ccc(-c2csc(N3CCC(c4ccccc4)C3)n2)cc1 (configuration not stated)
  A: -8	B: -4	C: 0	D: 8	E: 10	F: /	G: i	H: -27	I: 3	J: -3

NC(=S)N/N=C/c1ccc2ccccc2c1
  A: -1	B: -12	C: 2	D: /	E: -12	F: 0.2	G: i	H: 2	I: -4	J: 1

O=C(CSc1ccc2nnc(-c3cccs3)n2n1)N1CCCC1
  A: -9	B: 1	C: -1	D: -6	E: 9	F: 0.6	G: i	H: 5	I: 2	J: -8

CCC(=O)N1CCn2c1nc1ccccc12
  A: -22	B: -7	C: 0	D: -26	E: 9	F: 1.6	G: i	H: 7	I: 5	J: 4

CCCCOc1ccc(C(=O)N2CCC(C)CC2)cc1
  A: -2	B: -3	C: -3	D: -15	E: 0	F: /	G: 0.5	H: 1	I: 7	J: 17

CN(CC(=O)N1CCCCCC1)S(=O)(=O)c1ccc(Br)cc1
  A: -9	B: 6	C: 4	D: -1	E: -13	F: 0.4	G: -0.2	H: 2	I: -7	J: 6

CC1(C)CC(=O)C(=Cc2cn(CCC#N)nc2-c2ccc(F)cc2)C(=O)C1
  A: -5	B: 2	C: 5	D: -7	E: 0	F: 1.0	G: 6.7	H: 0	I: 1	J: -9

O=C(CCNS(=O)(=O)c1ccccc1)N1CCCC1
  A: -3	B: 0	C: -5	D: -2	E: 7	F: 0.6	G: -0.1	H: -1	I: /	J: -4

CCCCc1ccc(NC(=O)C(C)CC)cc1 (configuration not stated)
  A: 2	B: 0	C: -2	D: -24	E: 13	F: 6.2	G: 0.0	H: 4	I: -2	J: 12

CCOc1ccc(S(=O)(=O)Nc2ccc(O)c(Sc3ncn[nH]3)c2)cc1
  A: 13	B: 3	C: 6	D: -9	E: 22	F: /	G: i	H: -6	I: 4	J: -6

O=C(Nc1nccs1)Oc1ccccc1
  A: -3	B: -2	C: 0	D: -15	E: 27	F: /	G: i	H: 1	I: 1	J: -6

COc1cc(S(=O)(=O)N2CCN(c3ccc(F)cc3)CC2)ccc1Cl
  A: 15	B: -5	C: 5	D: -2	E: 12	F: /	G: -2.8	H: 4	I: 4	J: -3

Nn1cnnc1SCC(=O)N(C1CCCCC1)C1CCCCC1
  A: 0	B: 9	C: 1	D: -19	E: 24	F: 0.5	G: 0.3	H: 10	I: 6	J: 8

CC(NC(=O)C1CCCC1)C1CC2CCC1C2 (configuration not stated)
  A: 7	B: 6	C: 0	D: -5	E: 5	F: 0.5	G: -0.3	H: 5	I: -3	J: -2

CC(C)Sc1nnc(NC(=O)CCc2ccccc2)s1
  A: 12	B: -2	C: -2	D: -3	E: 19	F: -0.1	G: i	H: -3	I: 7	J: 6

O=C1CCN(CCCN2CCC(=O)N(Cc3ccccc3)C2=S)C(=S)N1Cc1ccccc1
  A: 2	B: -7	C: /	D: /	E: /	F: -0.7	G: -1.4	H: -1	I: /	J: -1

COc1ccc(NC(=O)CS(=O)CC(=O)NC2CCCc3ccccc32)cc1 (configuration not stated)
  A: 8	B: 6	C: -7	D: -8	E: -2	F: /	G: 1.2	H: 0	I: 6	J: -2

COc1ccc(NC(=O)c2nnn(CC(=O)Nc3ccc4c(c3)OCO4)c2N)cc1OC
  A: 4	B: -4	C: 1	D: -3	E: -17	F: -1.1	G: 1.1	H: 7	I: 4	J: -5

COc1ccc(NC(=O)NC23CC4(C)CC(C)(CC(C)(C4)C2)C3)cc1OC
  A: 1	B: 7	C: 4	D: -10	E: 21	F: 1.1	G: i	H: -9	I: 2	J: -1

O=C(N/N=C/c1cc2c(c([N+](=O)[O-])c1)OCO2)c1ccncc1
  A: 8	B: -32	C: -1	D: /	E: -2	F: -1.0	G: 1.9	H: 12	I: 8	J: 1

CC(C)(C)OCC(NC(=O)C(CC(N)=O)NC(=O)OC(C)(C)C)C(=O)OC(C)(C)C (configuration not stated)
  A: -3	B: 1	C: -1	D: -14	E: 12	F: /	G: 0.9	H: 8	I: 3	J: -9

Copied from the listing (8 entries):
Abbreviations – A = CCHF vOTU inh; B = PrPC surface inh; C = SARS 3CLpro inh; D = PriA SSB inh; E = DUSP3 inh; F = TcdB GH inh; G = Vc quorum ag; H = MazF activator; I = Rv3671c protease; J = Yp Topo-I inh
CC(NC(=O)C1CCCC1)C1CC2CCC1C2 (configuration not stated)
  A: 7	B: 6	C: 0	D: -5	E: 5	F: 0.5	G: -0.3	H: 5	I: -3	J: -2

CC(C)Sc1nnc(NC(=O)CCc2ccccc2)s1
  A: 12	B: -2	C: -2	D: -3	E: 19	F: -0.1	G: i	H: -3	I: 7	J: 6

O=C1CCN(CCCN2CCC(=O)N(Cc3ccccc3)C2=S)C(=S)N1Cc1ccccc1
  A: 2	B: -7	C: /	D: /	E: /	F: -0.7	G: -1.4	H: -1	I: /	J: -1

COc1ccc(NC(=O)CS(=O)CC(=O)NC2CCCc3ccccc32)cc1 (configuration not stated)
  A: 8	B: 6	C: -7	D: -8	E: -2	F: /	G: 1.2	H: 0	I: 6	J: -2

COc1ccc(NC(=O)c2nnn(CC(=O)Nc3ccc4c(c3)OCO4)c2N)cc1OC
  A: 4	B: -4	C: 1	D: -3	E: -17	F: -1.1	G: 1.1	H: 7	I: 4	J: -5

COc1ccc(NC(=O)NC23CC4(C)CC(C)(CC(C)(C4)C2)C3)cc1OC
  A: 1	B: 7	C: 4	D: -10	E: 21	F: 1.1	G: i	H: -9	I: 2	J: -1

O=C(N/N=C/c1cc2c(c([N+](=O)[O-])c1)OCO2)c1ccncc1
  A: 8	B: -32	C: -1	D: /	E: -2	F: -1.0	G: 1.9	H: 12	I: 8	J: 1

CC(C)(C)OCC(NC(=O)C(CC(N)=O)NC(=O)OC(C)(C)C)C(=O)OC(C)(C)C (configuration not stated)
  A: -3	B: 1	C: -1	D: -14	E: 12	F: /	G: 0.9	H: 8	I: 3	J: -9
